# RmlCD inh 1536: M. tuberculosis RmlC/RmlD inhibition; P9WH09+P9WH11; RmlC+RmlD coupled enzyme assay, percent inhibition; primary screen in compound mixtures; inhibition, % at 3.6 µM; 160,000 compounds, 0.03% hits; AID 1533; in the data active = inhibition mostly above about 34%, no sharp cut-off; note: some results filed as inactive read as strong as hits
# Target sequence (P9WH09 whole entry, looked up): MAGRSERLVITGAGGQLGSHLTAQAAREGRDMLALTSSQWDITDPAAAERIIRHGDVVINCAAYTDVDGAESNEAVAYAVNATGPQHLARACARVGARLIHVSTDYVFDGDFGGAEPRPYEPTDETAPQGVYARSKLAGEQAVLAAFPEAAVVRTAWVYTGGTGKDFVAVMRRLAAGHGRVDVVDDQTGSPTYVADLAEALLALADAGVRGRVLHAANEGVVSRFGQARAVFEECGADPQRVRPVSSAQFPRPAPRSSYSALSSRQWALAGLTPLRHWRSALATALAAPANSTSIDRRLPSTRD
# Target sequence (P9WH11 whole entry, looked up): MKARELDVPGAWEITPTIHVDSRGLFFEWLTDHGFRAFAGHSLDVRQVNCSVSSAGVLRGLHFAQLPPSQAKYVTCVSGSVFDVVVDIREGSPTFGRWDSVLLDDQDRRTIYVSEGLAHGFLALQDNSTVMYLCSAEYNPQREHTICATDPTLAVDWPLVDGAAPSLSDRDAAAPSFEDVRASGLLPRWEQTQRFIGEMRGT
# M. tuberculosis GlmU: inhibition of mycobacterial GlmU enzyme – biochemical, glucosamine-1-phosphate acetyltransferase (AID 1376); one-dose inhibition, %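 (tested at 30 µM in the primary screen)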; IC50 in µM for titrated hits; 220,000 compounds, 0.25% hits; M. tuberculosis GlmU acetyltransferase enzyme assay; higher % means a stronger effect; in the data active = inhibition above about 13%;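 note: 0% = complete reaction with vehicle and 100% = reaction without substrate; strong numbers were not always called active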
# The depositor's hits bear a star; . = no result given; & = joins results of further samples. The list is partial; count on the stated rates, not on these rows.
mol	M. tuberculosis GlmU	RmlCD inh 1536
CCOC(=O)CNC(=O)c1ccc(SCC)cc1	5.8%	6
Fc1ccc(/C=N/Nc2nc3ccccc3[nH]2)cc1F	1.3%	-10
Cc1cc(=O)oc2n[nH]c(-c3ccccc3)c12	.	-5
COc1ccc2oc(=O)c(C(=O)N3CCN(c4ccccc4F)CC3)cc2c1	-6.5%	-3
CCc1nnc(NC(=O)c2cc(-c3ccco3)nc3ccccc23)s1	3.1%	-7
O=C(NNc1cc(Br)c(O)c(Br)c1)c1ccccc1	5.0%	.
COc1ccc(N2CCC(CNC(=S)Nc3cc(C)ccc3C)C2)cc1 (stereo unspecified)	-5.0%	6
O=C1CCN(Cc2ccccc2)CCN1CCO	5.7%	1
Cn1c(=O)[nH]c(=O)c2c1ncn2CCCc1ccccc1	-1.4%	8
Cc1c(Cl)cccc1NC(=S)N(Cc1ccco1)C(C)c1ccccn1 (stereo unspecified)	-5.8%	-4
CCn1c(=O)c(C(=O)NC(C)C)c(O)c2ccccc21	-1.7%	-9
COc1ccc(Nc2ncc(C#N)c(N)n2)c(OC)c1	3.8%	27
Cc1cc(C)n2c(Nc3ccc4c(c3)OCCO4)c(-c3ccccc3)nc2n1	-5.1%	.
COc1ccc2cc(C(=O)c3ccccc3)c(=O)oc2c1	3.6%	4
OC(CNCCc1ccc(Cl)cc1)COCc1ccco1 (stereo unspecified)	-7.4%	10
CCOC(=O)c1cc(C)sc1NC(=S)Nc1ccccc1	0.2%	.
CCOC(=O)c1sc(NC(=O)CCN2CCN(C)CC2)c(C(=O)OCC)c1C	-7.5%	-3
CS(=O)(=O)N(CC(=O)N1CCCC1)c1ccc2c(c1)OCCO2	3.3%	-2
O=C(O)C1[C@H]2C(=O)N(Cc3cccs3)C[C@]23C=C[C@H]1O3 (stereo partly specified)	5.6%	12
Cc1ccc(/C=C/C(=O)Nc2nnc(C)s2)o1	0.2%	-8
COc1ccc(-c2noc(C(=O)NCc3ccccc3Cl)n2)cc1OC	0.7%	.
CCOC(=O)CCCNC(=O)CN1C(=O)NC(CCc2ccccc2)C1=O (stereo unspecified)	0.7%	.
CCOc1cc(NC(=O)c2cccs2)c(OCC)cc1NC(=O)c1ccco1	-7.2%	-6
O=[N+]([O-])c1cc(F)c2cccnc2c1O	2.7%	.
O=C(Cc1cccs1)N1CCN(c2ccccn2)CC1	2.6%	75

# Look-ups from the entries so far:
# CCn1c(=O)c(C(=O)NC(C)C)c(O)c2ccccc21 | RmlCD inh 1536: -9
# COc1ccc(N2CCC(CNC(=S)Nc3cc(C)ccc3C)C2)cc1 (stereo unspecified) | M. tuberculosis GlmU: -5.0%
# Cc1c(Cl)cccc1NC(=S)N(Cc1ccco1)C(C)c1ccccn1 (stereo unspecified) | M. tuberculosis GlmU: -5.8%

# Next records
mol	M. tuberculosis GlmU	RmlCD inh 1536
O=C(CNC(=O)c1ccco1)OCC(=O)c1ccccc1Cl	-0.3%	-11
CCOC(=O)c1ccc(NC(=O)CCOc2ccc(OC)cc2)cc1	0.8%	-5
COCCn1c(C)cc(C(=O)COC(=O)c2ccccc2Br)c1C	-5.2%	.
Cc1[nH]c2ccccc2c1/C=C(\C#N)C(=O)NCc1ccccc1	7.6%	-13
C=CCc1cccc2cc(C(=O)Nc3cccc(C(=O)O)c3)c(=O)oc12	1.6%	2
Cn1c(C(=O)NC2CC2)cc2c(=O)n(C)c3ccccc3c21	-0.2%	9
CCOC(=O)Cc1cnc(NC(=O)NC(C(=O)OCC)(c2ccccc2)C(F)(F)F)s1 (stereo unspecified)	-5.7%	1
Cc1cc(C)nc(SC(C)C(=O)N/N=C/c2cccs2)n1 (stereo unspecified)	-0.7%	-9
COCOc1cc(O)c(C(=O)/C=C/c2ccc(OCOC)c(OCOC)c2)c(OCOC)c1	0.5%	.
COc1ccc(-c2nnc3n2C(C)(C)Cc2cc(OC)c(OC)cc2-3)cc1	2.5%	8
Cc1ccc(NC(C)C(=O)N/N=C/c2ccc([N+](=O)[O-])s2)cc1 (stereo unspecified)	6.4%	3
COCCCNC(=O)CCNS(=O)(=O)c1ccc(C)cc1	8.2%	.
O=C(O)c1cccc(Cn2c(Cl)c(/C=N/NC(=O)c3ccc(O)cc3)sc2=O)c1	12%	-9
CCCCNC(=O)Nc1ccccn1	0.2%	10
Cc1noc(C)c1C(=O)OC(C(=O)NC1CCCC1)c1ccc(F)cc1 (stereo unspecified)	-4.2%	.
CCCN(CCC)C(=O)Cn1c(=O)n(CCCCC(=O)NCc2ccco2)c(=O)c2ccccc21	-3.4%	3
Cc1ccccc1NC(=O)c1sc2nc3c(c(-c4ccco4)c2c1N)CCC3	-0.8%	-4
Cc1ccnn2c(-c3ccccc3)c3c(=O)n(C)c(=O)n(C)c3c12	1.9%	4
C=CCc1cc(Cl)ccc1OCCOCCNC(C)CC (stereo unspecified)	3.7%	.
C1CCc2nc3c(nc2C1)CCCC3	0.2%	70
COc1ccc(CCNC(=O)CSc2nc3[nH]ncc3c(=O)n2-c2cccc(C(F)(F)F)c2)cc1OC	2.2%	12
Cc1ccc(NC(=O)/C(=C\C=C\c2ccccc2)NC(=O)c2ccccc2)cc1	-6.9%	-9
CCOC(=O)C1CCCN(c2c(N3CCN(C)CC3)c(=O)c2=O)C1 (stereo unspecified)	3.6%	-8
Nc1nc2ccccc2n1C(=O)CCc1ccccc1	1.4%	.
Cc1c(C(=O)N2CCOCC2)oc2ccc(S(=O)(=O)N3CCCCCC3)cc12	-2.7%	7

# Ordered by number of heavy atoms (lowest first): three of the compounds above.
mol	M. tuberculosis GlmU	RmlCD inh 1536
O=C(CNC(=O)c1ccco1)OCC(=O)c1ccccc1Cl	-0.3%	-11
CCOC(=O)c1ccc(NC(=O)CCOc2ccc(OC)cc2)cc1	0.8%	-5
COc1ccc(CCNC(=O)CSc2nc3[nH]ncc3c(=O)n2-c2cccc(C(F)(F)F)c2)cc1OC	2.2%	12

# Complete entries, quoted from the list:
# Cc1c(C(=O)N2CCOCC2)oc2ccc(S(=O)(=O)N3CCCCCC3)cc12 in the list: M. tuberculosis GlmU = -2.7%; RmlCD inh 1536 = 7
# C=CCc1cc(Cl)ccc1OCCOCCNC(C)CC (stereo unspecified) in the list: M. tuberculosis GlmU = 3.7%; RmlCD inh 1536 = .

# (more compounds)
mol	M. tuberculosis GlmU	RmlCD inh 1536
COc1cccc(C(=O)N2CCSC2=S)c1	5.2%	.
COc1cc(NC2c3ccccc3C(=O)N2Cc2ccccc2Cl)cc(OC)c1 (stereo unspecified)	1.4%	-9
CCOC(=O)c1sc(NC(=O)CSc2n[nH]c(-c3ccncc3)n2)c(C#N)c1C	4.6%	-4
Cc1ccccc1C(=O)/C(C#N)=N/Nc1c(C)n(C)n(-c2ccccc2)c1=O	2.3%	.
Cc1ccccc1-c1nnc(SCC(=O)Nc2ccc(Cl)cc2)n1N	-1.8%	-4
Nc1cc(Cl)nc(N/N=C/c2ccccc2[N+](=O)[O-])n1	-2.1%	8
COc1ccc2c(c1OC)C(=O)OC2CC(=O)O (stereo unspecified)	-0.6%	-1
COc1ccc(-c2noc(CCC(=O)NCc3cccnc3)n2)cc1	4.5%	.
S=c1[nH]nc(COc2cccc(Cl)c2)n1Cc1ccccc1	2.3%	-2
Cc1cc(C)c(S(=O)(=O)c2ccc(Cl)cc2C)c(Cl)n1	-2.9%	5
COc1cc(SC)ccc1C(=O)N1CCN(Cc2ccccc2)CC1	0.2%	.
Cn1cnc([N+](=O)[O-])c1Cl	2.5%	-8
O=C(C1=NN(c2ccccc2)C2C(=O)N(c3cccc(Cl)c3)C(=O)C12)c1ccccc1 (stereo unspecified)	-0.5%	.
Cc1ccccc1CSc1nnc(-c2ccco2)n1Cc1ccco1	1.8%	2
O=C(O)c1cccn2c(=O)c3ccccc3nc12	3.0%	.
O=C(Cc1c(F)cccc1Cl)NCCN1CCOCC1	-3.5%	5
Cc1cc(C)c(OCC(=O)Nc2cccc(NC(=O)c3ccco3)c2)c(Br)c1	-2.5%	.
CCCc1noc2c1/C(=N\O)CC(CC(C)SCC)C2 (stereo unspecified)	0.0%	20
Cc1ccc(S(=O)(=O)N2CCOCC2)cc1C(=O)NCCN1C(=O)S/C(=C\c2ccccc2Cl)C1=O	0.7%	-3
O=C(NCCN1CCOCC1)C1CCC(=O)N1Cc1ccccc1Cl (stereo unspecified)	-0.7%	-8
N/C(=N\OC(=O)c1ccc(Br)cc1)c1ccccc1	-5.4%	.
CCC(=O)Nc1ccc(Cl)c(NC(=S)NC(=O)COc2ccccc2)c1	1.5%	.
CC1CN(S(=O)(=O)c2ccccc2)CC(C)O1 (stereo unspecified)	2.3%	.
c1ccc(Cc2nnc(N3CCOCC3)c3ccccc23)cc1	0.0%	8
Cc1ccc(/C=C/C(=O)OCC(=O)Nc2cccc(S(=O)(=O)N(C)C)c2)o1	-4.1%	-19
c1cc2cn[nH]c2cc1NC1CCCCCC1	-0.5%	.
CCCCN(CC)c1nc(N)c2c(N)nc(OCC)cc2c1C#N	0.6%	-1
S=C(NCc1ccco1)Nc1ccc(N2CCOCC2)cc1	3.7%	1
N#Cc1c(Cl)cccc1-n1ccnc1	2.9%	.
COc1cc(C2NC(=O)C(C#N)=C(Nc3cccc(C)c3)S2)ccc1O (stereo unspecified)	1.9%&-0.8%	-7&-10
CCCN1CCC(NC(=O)Nc2ccc(Br)cc2)CC1	7.0%	5
OCCC1CN(Cc2cccc(OC3CCCC3)c2)CCN1Cc1ccsc1 (stereo unspecified)	1.6%	-9
Cc1ccc(C(=O)N/C(N)=N/c2nc3ccccc3o2)cc1	-1.9%	.
CC1=NNC(=O)C1C(c1cccc(O)c1)C(C#N)C#N (stereo unspecified)	2.6%	1
CCN(Cc1ccccc1)Cc1nc(CCc2ccccc2)no1	-0.4%	-3
CC1=C(C(=O)NCCN2CCOCC2)C2(CCC(C)CC2)OC1=O (stereo unspecified)	6.7%	-3
Cc1cccc(NC(=S)NNC(=O)c2csc(C)c2)c1	2.8%	.
Cn1cccc1/C=C1\CCc2ccccc2C1=O	3.7%	7
O=C(c1cc(-c2cccnc2)nc2ccccc12)N1CCCc2ccccc21	-5.5%	-1
CCOC(=O)c1nc(-c2ccc(OC)c(OC)c2)no1	2.4%	4
CC(NS(=O)(=O)c1ccc2c(c1)OCCCO2)C(=O)O (stereo unspecified)	0.1%	7
Cn1cccc1CC(=O)N/N=C\c1c2ccccc2cc2ccccc12	-4.4%	.
COc1ccc(CCNC(=O)Cn2cnc3scc(-c4ccccc4)c3c2=O)cc1OC	2.4%	-11
CC(NC(=O)C(=O)Nc1nccs1)c1ccccc1 (stereo unspecified)	0.1%	13
Cc1ccc(-c2c3c(=O)n(C)c(=O)n(C)c3cn2Cc2cccnc2)cc1	0.5%	20
O=C(O)c1ccc(/C=N/Nc2ccc(F)cc2F)cc1	8.2%	60
Nn1c(SCC(=O)NC2CCCCC2)nnc1-c1ccccc1	1.4%	.
Cn1cc([N+](=O)[O-])c(C(=O)Nc2ccc3nc(-c4ccccc4)[nH]c3c2)n1	-2.9%	15
COc1ccc(C/C(O)=C(\C#N)c2nc3ccccc3s2)cc1	1.2%	20
COc1cc(NC(=O)CN2CCCCC2C)c(C)cc1[N+](=O)[O-] (stereo unspecified)	1.3%	-1

# Later entries.
mol	M. tuberculosis GlmU	RmlCD inh 1536
CS(=O)(=O)N1CCC(Oc2ccccc2C(=O)N2CCCCC2CO)CC1 (stereo unspecified)	4.0%	-3
COc1ccc2c(c1)c(CCN)c(C)n2Cc1ccccc1	-2.9%	0
Cc1nn(-c2ccccc2)c2sc(C(=O)N3CCCCC3)cc12	0.8%	16
Cc1nn(C)c(Cl)c1C(=O)NCC(=O)O	0.6%	6
O=C(CCNS(=O)(=O)c1cccc2nsnc12)NCc1ccco1	-1.8%	-11
O=C(Nc1nncs1)c1cccc(S(=O)(=O)N2CCc3ccccc32)c1	-6.5%	-3
COc1ccc(S(=O)(=O)Nc2ccc(N3CCOCC3)cc2)cc1Br	0.0%	.
Cc1ccc(C(=O)NC2CC3CCC(C2)N3)cc1 (stereo unspecified)	4.7%	-7
CN1C(=O)C2(OCC(COc3ccc(Cl)cc3)O2)c2ccccc21 (stereo unspecified)	1.9%	.
COc1ccccc1N1CCN(c2ccc(-c3ccccc3)nn2)CC1	-14%	0
CCOC(=O)c1c(C)[nH]c(C)c1C(=O)CSc1nc(N)cc(=O)[nH]1	0.3%	.
CS/C(=N\S(=O)(=O)c1cccs1)NC(=O)CSc1nc2ccccc2s1	-0.1%	.
COc1ccccc1CN(Cc1nc2ccccc2c(=O)[nH]1)C(=O)Nc1ccc(C)cc1	1.2%	-5
C=C(C)COc1ccc(-c2n[nH]c(C)c2-c2ccccc2OC)c(O)c1	1.1%	2
CCOC(=O)N1CCC(Nc2c(NCCN3CCN(c4cccc(Cl)c4)CC3)c(=O)c2=O)CC1	9.3%	-6
COc1ccc([N+](=O)[O-])cc1/C=N/NC(=O)Cc1ccccc1	-0.4%	7
CCOc1ccccc1-n1c(SCC(=O)Nc2ccc(CC)cc2)nc2n[nH]c(C)c2c1=N	0.6%	.
O=C(Nc1ccccc1)N1CC2CC(C1)c1cccc(=O)n1C2 (stereo unspecified)	-3.8%	1
COc1ccc(-c2cc3nc(-c4ccccc4)cc(N4CCCC(O)C4)n3n2)cc1 (stereo unspecified)	-4.3%	7
CN(CCO)CC(O)CN(c1ccccc1)c1ccccc1 (stereo unspecified)	-7.0%	-7
CCCCn1c(SCC(=O)c2ccc(OCC)cc2)nc2cc(S(N)(=O)=O)ccc21	-3.5%	.
